# CAL PDZ FP-1 = CAL PDZ peptide-binding inhibitors, primary screen, biochemical, fluorescence polarization, Cer-tagged CAL PDZ, HTS. AID 504414, 2011. purified CAL PDZ, TMR-peptide fluorescence polarization, 1 h. 330,000 compounds, 0.02% hits. inhibition, % at 20 µM. Golgi-associated PDZ and coiled-coil motif-containing protein (Homo sapiens), Q9HD26;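 active means highest replicate inhibition of at least 40%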;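 further: plate controls were DMSO neutral control wells for no effect and unlabeled competitor peptide control wells for full effect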
#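 Material: tagged CAL PDZ protein CerCALP, purified; buffer or medium: sodium phosphate/NaCl buffer pH 7.4 with TCEP, IgG, Thesit; also added: fluorescent TMR peptide probe; schedule: 1 h incubation at room temperature before polarization reading; technique: fluorescence polarization from S- and P-plane intensities, G-factor corrected; control set: unlabelled peptide and DMSO controls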
# CAL PDZ FP-2 = untagged CAL PDZ binding inhibitors, primary screen, biochemical, fluorescence polarization, HTS; Golgi-associated PDZ and coiled-coil motif-containing protein (Homo sapiens), Q9HD26; purified CAL PDZ, TMR-peptide fluorescence polarization, 1 h; inhibition, % at 24.9 µM; 300,000 compounds, 0.92% hits; AID 602252, 2012;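 active means mean inhibition of at least 30% with at least half of replicates also reaching 30%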;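 further: 0% = DMSO neutral control and 100% = excess unlabeled competitor peptide PRC23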
# CDK5 p35 inh = inhibitors of human CDK5/p35 kinase, primary screen, biochemical, single concentration; Cyclin-dependent kinase 5 (Homo sapiens) + Cyclin-dependent kinase 5 activator 1 (Homo …; Recombinant CDK5/p35, ADP-Glo luminescence, 60 min; inhibition, % at 10 µM; 330,000 compounds, 0.01% hits;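 active means highest replicate inhibition of at least 50% and at least 75% of replicates reaching 50%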;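 further: plate controls were DMSO neutral control for no effect and GW8510 at 10 µM for full effect; many of its hits are not listed in these tables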
# Target sequence (Q00535 whole entry, looked up): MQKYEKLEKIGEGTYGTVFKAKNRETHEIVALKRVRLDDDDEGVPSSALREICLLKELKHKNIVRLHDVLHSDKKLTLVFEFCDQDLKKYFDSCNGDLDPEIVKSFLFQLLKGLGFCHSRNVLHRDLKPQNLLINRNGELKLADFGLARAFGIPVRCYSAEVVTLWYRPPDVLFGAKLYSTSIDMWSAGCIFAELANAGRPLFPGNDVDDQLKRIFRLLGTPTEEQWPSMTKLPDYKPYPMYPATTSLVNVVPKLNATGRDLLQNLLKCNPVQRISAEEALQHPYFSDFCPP
# Target sequence (Q15078 whole entry, looked up): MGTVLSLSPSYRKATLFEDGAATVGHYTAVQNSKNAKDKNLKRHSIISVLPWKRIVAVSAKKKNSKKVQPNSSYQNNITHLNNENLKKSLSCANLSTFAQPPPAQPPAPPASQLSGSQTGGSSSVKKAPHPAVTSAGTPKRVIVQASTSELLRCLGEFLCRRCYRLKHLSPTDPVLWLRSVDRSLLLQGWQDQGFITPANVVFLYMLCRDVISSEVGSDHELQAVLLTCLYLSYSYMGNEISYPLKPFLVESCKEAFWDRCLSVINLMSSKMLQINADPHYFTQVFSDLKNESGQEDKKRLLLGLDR
# Rtt109 HAT inh = inhibitors of C. albicans Rtt109/Vps75 HAT, primary screen, biochemical, ThioGlo CoA-SH fluorescence, plate reader | Histone acetyltransferase RTT109 (Candida albicans (strain SC5314 / ATCC MYA-2876)), … | purified Rtt109/Vps75, 4 h | inhibition, % at 34.9 µM | 330,000 compounds, 0.16% hits | AID 540336, 2011;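 active means inhibition of at least 50% in every replicate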
# V-ATPase pH = regulators of yeast V-ATPase proton pumping, primary screen, pHLuorin cytosolic pH fluorescence. S. cerevisiae. response, % at 10 µM. 350,000 compounds, 0.37% hits; in the data active means response mostly above about 7.3%, no sharp cut-off; inactive means mostly below about 5.4%; further: actives read high; inactives centre near 0; some compounds called inactive have numbers as strong as hits
# dFosB act = activators of delta FosB homodimer, primary screen, biochemical, fluorescence polarization, TAMRA-CDK5 oligo, single point | AID 493131, 2011 | purified delta FosB; percent of positive-control signal above neutral wells | activation, % at 25 µM | 340,000 compounds, 0.99% hits;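 active means mean activation above about 17%, with every replicate also reaching it, limit read from the data, passing the limit was not always enough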;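 further: fluorescence polarization rise as delta FosB binds a TAMRA Cdk5 AP-1 oligo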
# Target sequence (P13346 whole entry, looked up): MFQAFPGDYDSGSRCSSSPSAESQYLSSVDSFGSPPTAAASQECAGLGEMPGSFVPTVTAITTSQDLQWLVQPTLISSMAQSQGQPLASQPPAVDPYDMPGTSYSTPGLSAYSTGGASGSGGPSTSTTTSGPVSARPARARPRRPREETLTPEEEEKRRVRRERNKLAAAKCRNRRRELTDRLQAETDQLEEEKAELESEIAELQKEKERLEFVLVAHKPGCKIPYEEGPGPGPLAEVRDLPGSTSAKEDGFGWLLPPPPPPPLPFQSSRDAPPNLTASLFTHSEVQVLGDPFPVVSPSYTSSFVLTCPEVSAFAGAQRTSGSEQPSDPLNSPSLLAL
# MITF act = activators of MITF-driven TRPM1 promoter reporter, primary screen, cell-based, SK-MEL-5, luciferase, single point | SK-MEL-5 TRPM1-promoter luciferase, 24 h; % of positive control, neutral wells = 0 | 300,000 compounds, 0.75% hits | activation, % at 12.5 µM;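 active means mean activation of at least 80% with every replicate also reaching 80%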;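 further: 0% = neutral control wells and 100% = parthenolide positive control wells; values of inactives mirror those of a sister screen read the other way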
# RTF Ca sens act = cardiac RTF calcium sensitivity activators, primary screen, biochemical, IANBD-TnC fluorescence, EC20 calcium; IANBD-labeled TnC RTF fluorescence at EC20 calcium; 0% EC20 calcium, 100% full calcium; activation, % at 7.2 µM; Troponin I, cardiac muscle (Homo sapiens) + Troponin T, cardiac muscle (Homo sapiens) + …; 340,000 compounds, 0.24% hits;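 active means activation above the mean over all tested compounds plus 3 SD, cut at about 30% in these data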;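 further: rise in fluorescence read as greater calcium sensitivity of cardiac thin filaments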
# Tat export inh = E. coli Tat export inhibitors, primary screen, MC4100, TorA-mCherry reporter, fluorescence, single point | inhibition, % at 10 µM | 340,000 compounds, 0.036% hits;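 active means mean replicate inhibition at least 50% and at least half of replicates individually reaching 50%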;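 further: exported cargo escapes ClpAP degradation while cytoplasmic cargo is degraded and loses fluorescence; 0% = median of neutral control wells and 100% = median of NaSCN control wells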
# Wnt bcat act = Wnt/beta-catenin pathway activators, primary screen, cell-based, plate reader, single point; Wnt/beta-catenin reporter cell assay, activator; activation, % at 9.35 µM; 300,000 compounds, 1.2% hits; in the data active means activation above about 30%, passing the limit was not always enough;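 further: 0% = neutral control wells and 100% = positive control wells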
# * = called active by the depositor; nt = no result given.
SMILES,CAL PDZ FP-1,CAL PDZ FP-2,CDK5 p35 inh,Rtt109 HAT inh,V-ATPase pH,dFosB act,MITF act,RTF Ca sens act,Tat export inh,Wnt bcat act
Cc1cccc(NC(=S)Nc2cccc(C(F)(F)F)c2)n1,-1.9,nt,1.8,-6,-1,-7,4,0,-1,6
CC(=O)N1CCN(c2ccccc2NC(=O)c2ccc(-c3cccc([N+](=O)[O-])c3)o2)CC1,-1.1,-3,-0.2,3,-1,-1,10,-3,-1,2
O=C(COc1ccc2c3c(c(=O)oc2c1)CCC3)NCc1ccccn1,-0.6,-7,0.9,-2,-2,-20,7,4,0,0
O=C(Nc1ccc(Cl)cc1)C1(S(=O)(=O)c2ccccc2)CC1,-0.7,-4,0.1,-10,-1,6,1,-3,-11,-2
COCc1nnc(NS(=O)(=O)c2ccc(NC(C)=O)cc2)s1,-0.8,1,0.0,-1,0,2,-1,2,-3,nt
CC(C)CC(c1nnnn1CC1CCCO1)N1CCN(c2cccc(Cl)c2)CC1 (configuration not stated),-0.8,-4,0.0,0,1,-7,-8,-1,-6,nt
COc1ccc(NC(=O)CN2C(=O)NC3(CCCC3)C2=O)cc1OC,-0.3,nt,0.2,-6,2,-7,-9,0,2,0
Cc1ccc(C(=O)CSc2nc3ccc(C(=O)NCCN4CCCCC4)cc3c(=O)[nH]2)cc1,-2.5,-5,0.7,-5,-2,-1,-15,-3,-11,1
COc1ccc(C(=O)CN(C(=O)c2ccc(Cl)cc2)N2C(=O)C3CCCCC3C2=O)cc1 (configuration not stated),-0.1,nt,-4.3,0,-3,0,5,0,6,nt
CSc1nnc(-c2sc3cc(Cl)ccc3c2Cl)n1C,-0.5,22,-0.4,-3,3,-4,12,-5,0,nt

# Ordered by heavy-atom count (rising): some entries from above.
SMILES,CAL PDZ FP-1,CAL PDZ FP-2,CDK5 p35 inh,Rtt109 HAT inh,V-ATPase pH,dFosB act,MITF act,RTF Ca sens act,Tat export inh,Wnt bcat act
Cc1cccc(NC(=S)Nc2cccc(C(F)(F)F)c2)n1,-1.9,nt,1.8,-6,-1,-7,4,0,-1,6
O=C(COc1ccc2c3c(c(=O)oc2c1)CCC3)NCc1ccccn1,-0.6,-7,0.9,-2,-2,-20,7,4,0,0
Cc1ccc(C(=O)CSc2nc3ccc(C(=O)NCCN4CCCCC4)cc3c(=O)[nH]2)cc1,-2.5,-5,0.7,-5,-2,-1,-15,-3,-11,1

# Further structures follow.
SMILES,CAL PDZ FP-1,CAL PDZ FP-2,CDK5 p35 inh,Rtt109 HAT inh,V-ATPase pH,dFosB act,MITF act,RTF Ca sens act,Tat export inh,Wnt bcat act
C=CCSc1nc2ccsc2c(=O)n1-c1ccccc1,nt,9,-4.1,6,-8,-5,-2,14,3,-16
O=C(COC(=O)c1cc(S(=O)(=O)N2CCOCC2)ccc1F)Nc1c(Cl)cccc1C(F)(F)F,-1.8,1,0.4,nt,-1,5,0,-2,-1,1
CCN(CC(=O)NC1CCCCCC1)S(=O)(=O)c1ccccc1,-1.6,-4,1.6,14,0,-7,3,4,-2,nt
O=[N+]([O-])c1ccccc1Nc1ccccc1,-0.6,0,0.5,-3,-1,4,2,0,-1,-3
C=CCC1(O)C(=O)Nc2ccccc21 (configuration not stated),0.1,-1,-0.7,-1,-10,-5,7,4,3,nt
CCSc1ccc(-c2cccc([N+](=O)[O-])c2)nn1,-0.5,4,0.4,0,-3,2,75,-2,5,28
CC(NC(=O)COC(=O)CNC(=O)c1ccc(-c2ccccc2)cc1)c1ccccc1 (configuration not stated),-3.5,-3,2.7,27,2,-7,3,-2,5,3
O=C(c1ccc(S(=O)(=O)N2CCOCC2)cc1)N1CCN(C2=NS(=O)(=O)c3ccccc32)CC1,-2.1,nt,4.7,5,5,-1,-1,3,3,nt
Cc1cccc(NC(=S)NCCc2ccc(Cl)cc2)c1C,-2.1,2,0.9,14,8,1,5,-10,2,3
Cc1csc(C)[n+]1CC(=O)c1ccccc1,-0.7,0,1.6,-5,-2,0,nt,0,-6,-1
C/C(=N\NC(=O)c1cccc(Br)c1)c1ccc(Br)cc1,-1.4,1,0.1,-6,3,2,23,-12,0,1
COc1ccc(NC(=O)CSc2nccn2Cc2ccco2)c(OC)c1,-0.2,2,1.0,-7,2,-6,21,-5,0,2
CC1Cn2c(nnc2-c2cccc(Cl)c2)S1 (configuration not stated),-1.0,nt,1.9,0,3,-1,11,5,-10,-5
CN(C)CCNc1nc2sc3c(c2c(=O)n1Cc1ccccc1)CCCCC3,-0.3,0,-1.0,-9,-2,0,-4,-4,8,-7
Cc1c(NC(=O)C(C)OC(=O)CNC(=O)c2ccccc2)c(=O)n(-c2ccccc2)n1C (configuration not stated),-1.1,0,-1.0,nt,0,10,nt,-4,0,nt
C=CCNCCOCCOc1ccc(Cl)cc1C(C)(C)C,-0.4,0,-2.4,-4,-6,-15,-5,0,3,-9
COc1ccc(OC)c(S(=O)(=O)N2CCC(C(=O)N3CCN(c4ccc(F)cc4)CC3)CC2)c1,0.1,8,-8.8,15,-2,-4,0,5,3,2
Cc1ccccc1OCCCC(=O)NC1CCCCC1,0.6,-5,0.0,4,0,2,nt,-1,-2,2
C/C=C/Cn1c(Br)nc2c1c(=O)n(C)c(=O)n2C,-2.0,-3,-1.5,-3,-2,-3,2,1,2,-17
COc1ccc(S(=O)(=O)N2CCCCC2)cc1NC(=O)C1CSC2(C)CCC(=O)N12 (configuration not stated),-1.1,-4,-0.8,14,-3,-8,-14,2,4,2
OC[C@H]1O[C@@](CO)(O[C@H]2O[C@H](CO)[C@@H](O)[C@H](O)[C@H]2O)[C@@H](O[C@H]2O[C@H](CO)[C@@H](O)[C@H](O)[C@H]2O)[C@@H]1O,-0.8,5,-1.1,-13,0,4,-5,6,-6,4
O=c1[nH][nH]c(-c2ccccc2O)c1C(C[N+](=O)[O-])c1ccc(Br)cc1 (configuration not stated),-2.7,-3,-1.8,8,5,-9,-20,-4,-9,-2
Cc1cc(C(=O)NC(C)C2CC2)c(Cl)cc1Cl (configuration not stated),nt,-6,-0.1,-2,1,-2,14,-4,-7,1
COc1ccc(OC)c(NC(=S)NCc2cccnc2)c1,0.2,3,1.2,6,-1,-2,14,-4,-15,-1
CCc1ccc(NC(=S)N2CCCC2)cc1,-0.9,-4,-0.9,2,1,-5,41,-1,-6,21
CCOC(=O)c1sc(/N=C/N(C)C)c(C(=O)OCC)c1C,0.6,nt,-0.6,9,-6,-7,10,-4,13,nt
CCOC(=O)N1CCC(N2Cc3cccc(C(=O)N4CC(C)CC(C)C4)c3C2=O)CC1 (configuration not stated),-0.4,0,-1.3,0,0,1,-11,5,2,nt
O=C(NC(Cc1c[nH]c2ccccc12)C(=O)O)c1ccco1 (configuration not stated),-0.5,-1,0.1,-3,5,0,17,-5,-6,-1
Cn1nccc1C(=O)N1CCOCC1,-0.5,-4,-3.4,-7,6,-4,-1,0,14,1
CCN(C[C@H]1N[C@@](Cc2ccccc2)(C(=O)OC)[C@H]2C(=O)N(C)C(=O)[C@@H]12)S(=O)(=O)c1ccccc1,0.8,-1,3.7,-7,0,-2,11,-5,4,1

# Compounds from the list above containing an aryl thioether with sulfur outside any ring:
SMILES,CAL PDZ FP-1,CAL PDZ FP-2,CDK5 p35 inh,Rtt109 HAT inh,V-ATPase pH,dFosB act,MITF act,RTF Ca sens act,Tat export inh,Wnt bcat act
Cc1ccc(C(=O)CSc2nc3ccc(C(=O)NCCN4CCCCC4)cc3c(=O)[nH]2)cc1,-2.5,-5,0.7,-5,-2,-1,-15,-3,-11,1
CSc1nnc(-c2sc3cc(Cl)ccc3c2Cl)n1C,-0.5,22,-0.4,-3,3,-4,12,-5,0,nt
C=CCSc1nc2ccsc2c(=O)n1-c1ccccc1,nt,9,-4.1,6,-8,-5,-2,14,3,-16
CCSc1ccc(-c2cccc([N+](=O)[O-])c2)nn1,-0.5,4,0.4,0,-3,2,75,-2,5,28
COc1ccc(NC(=O)CSc2nccn2Cc2ccco2)c(OC)c1,-0.2,2,1.0,-7,2,-6,21,-5,0,2

# Next part.
SMILES,CAL PDZ FP-1,CAL PDZ FP-2,CDK5 p35 inh,Rtt109 HAT inh,V-ATPase pH,dFosB act,MITF act,RTF Ca sens act,Tat export inh,Wnt bcat act
COCCn1c(C)c(C)c2c(NCCc3ccccc3)ncnc21,0.1,-1,1.2,-1,0,-3,5,-6,6,2
CSc1nc(N)c(C#N)c(-c2ccc(Cl)cc2)c1C#N,-1.8,0,1.0,11,-4,3,nt,-4,1,-1
O=C(CSc1n[nH]c(-c2ccccc2)n1)Nc1ccccc1O,-1.7,nt,-2.2,-5,0,2,-23,-2,-7,0
CC(Sc1ccccc1)C(=O)NCC(c1ccco1)N1CCCCC1 (configuration not stated),-1.6,-2,-7.5,-4,1,-4,15,4,5,0
CCOCCCNc1nc2c([nH]1)c(=O)n(C)c(=O)n2C,-1.0,-5,-0.3,1,1,11,7,0,0,-3
O=C(CCNC(=O)c1ccc([N+](=O)[O-])cc1)Nc1cccc(S(=O)(=O)N2CCOCC2)c1,-4.8,0,2.4,4,3,-7,-10,2,5,-1
CCOC(=O)c1ccc(S(=O)(=O)NCCN2CCOCC2)cc1,0.1,nt,-6.7,0,0,-1,-2,-3,2,0
COc1ccccc1CNC(=O)Cc1ccc(OC)c(OC)c1,-0.5,0,0.6,2,-2,4,5,2,8,-1
Cc1nc2ccccc2c(=O)n1/N=C/c1ccccc1F,0.2,-3,0.2,8,-3,-10,23,-1,-8,10
